CCHFV vOTU inh: blocks the CCHF virus ovarian tumor domain protease | CCHFV vOTU protease, Pep-AMC fluorescence | inhibition, % at 11.5 µM | 370,000 compounds, 0.55% hits | AID 651958; in the data active = inhibition above about 30%; also: 0% = vehicle wells with enzyme and 100% = no enzyme wells
TcdB inh: inhibitors of Clostridioides difficile toxin B glycohydrolase; 350,000 compounds, 0.24% hits; inhibition, % at 9.99 µM; P18177; TcdB glycohydrolase enzymatic assay, plate reader; in the data active = inhibition above about 10%
Vc quorum ag: inducers of Vibrio cholerae quorum light production without autoinducers | V. cholerae BH1578 lux reporter, luminescence, 6 h | activation, % at 18.7 µM | 350,000 compounds, 0.16% hits; in the data active = activation mostly above about 9.7%, no sharp cut-off; inconclusive = no clear call, values can overlap the other calls; inactive = mostly below about 3.7%; also: not every result past the cut was called active; inactives centre near 0; reference of the scale not given here
3CLpro inhibitor: SARS-CoV 3CLpro protease inhibition; inhibition, % at 6 µM; recombinant SARS-CoV 3CLpro, quenched FRET peptide cleavage; 290,000 compounds, 0.14% hits; P0C6X7; in the data active = inhibition above about 12%
Y pestis TopoI: inhibitors of Yersinia pestis topoisomerase I | Y. pestis Topo-I cleavage product accumulation, plate reader | activity, % at 10 µM | 360,000 compounds, 0.064% hits | AID 504884; in the data active = activity above about 50%, passing the limit was not always enough; inconclusive = no clear call, values can overlap the other calls; also: inactives centre near 2
Anthrax LF prot: inhibitors of Bacillus anthracis lethal factor protease; AID 588501; 360,000 compounds, 0.12% hits; multiplex microsphere protease cleavage assay, LF; inhibition, % at 10 µM; also: plate controls were buffer without enzyme for full effect and enzyme alone for no effect
VHR inh abs: inhibitors of human VHR1 phosphatase (DUSP3); P51452; recombinant VHR phosphatase, pNPP absorbance; inhibition, % at 13.3 µM; 290,000 compounds, 0.52% hits; AID 1654; in the data active = inhibition above about 50%; also: some compounds called inactive have numbers as strong as hits
PfHsp40 yeast: rescue of PfHsp40-mediated yeast toxicity; S. cerevisiae expressing PfHsp40, growth rescue, ATP luminescence; growth rescue, % at 12.5 µM; 340,000 compounds, 0.68% hits; in the data active = growth rescue above about 28%, passing the limit was not always enough; inconclusive = no clear call, values can overlap the other calls;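 also: yeast W303a lacking pdr1 and pdr3 grown in galactose medium; growth measured after three days at 30 °C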
PriA SSB inh: K. pneumoniae PriA-SSBct interaction inhibition; AlphaScreen SSBct-PriA binding, biotinylated peptide; inhibition, % at 33 µM; 430,000 compounds, 0.6% hits; AID 1272365; in the data active = inhibition mostly above about 37%, no sharp cut-off; inactive = mostly below about 20%;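 also: plate controls were negative control peptide for no effect and reference peptide for full effect; strong numbers were not always called active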
BoNT-A LC inh2: BoNT A light chain protease inhibition. multiplex microsphere protease substrate cleavage, flow cytometry. inhibition, % at 10 µM. 360,000 compounds, 0.17% hits. AID 588499; also: plate controls were buffer without enzyme for full effect and enzyme alone for no effect
* = called active by the depositor; i = inactive; ? = inconclusive; . = no result given; & = joins results of further samples. Rule as the data show it, unless noted: active = inhibition above about 30%; inconclusive = no clear call, values can overlap the other calls; inactive = below that. This is a subset. The share of hits here may be higher or lower than overall.

Structure,CCHFV vOTU inh,TcdB inh,Vc quorum ag,3CLpro inhibitor,Y pestis TopoI,Anthrax LF prot,VHR inh abs,PfHsp40 yeast,PriA SSB inh,BoNT-A LC inh2
CCC(C)Sc1ccc([C@H]2N[C@@](C)(C(=O)OC)[C@H]3C(=O)N(C)C(=O)[C@@H]23)cc1OC (stereo partly specified),-7,-0.1,i,.,-5,-2,.,1.9,-24,-1.0
COc1ccc(-n2c(C)cc(/C=C3\SC(=O)NC3=O)c2C)cc1,-1,1.6,i,1,-7,8,34,-0.3,1,2.7
C/C(=N/NC(=O)CN(c1ccccc1)S(=O)(=O)c1ccccc1)c1ccccc1O,12,-0.2,-1.2,6,0,-9,-13,1.1,.,-2.0
COc1cccc(N2CN(CCc3ccccc3)CNC2=S)c1,-8,0.5,-0.4,6,-4,?,-1,.,-1,7.7
CN(c1ccccc1)c1nc(-n2ccnc2)nc(-n2ccnc2)n1,12,.,-0.6,-4,-1,0,19,9.7,-7,0.2
Cn1c(=O)[nH]c(=O)c2c1nc(Br)n2CC(O)c1ccccc1 (stereo unspecified),-8,.,2.0,-2,1,-1,1,-1.4,-8,-0.5
Cc1cc(C)c(S(=O)(=O)N2CCCCC2)cc1N(C)S(=O)(=O)c1ccc(Cl)cc1,21,.,0.7,5,1,2,10,-1.0,-13,0.6
Cc1ccc(CCNc2ncnc(Cl)c2N)cc1,8,2.3,-0.8,.,-1,-7,.,733*,2,-1.6
CC(=O)C(Sc1nc(N(C)C)nc(N(C)C)n1)C(=O)Nc1ccccc1 (stereo unspecified),7,-2.0,i,2,4,-2,17,1.4,-13,-0.5
CC(=O)/C=C1\SC(CC(=O)O)C(=O)N1c1ccccc1 (stereo unspecified),-5,.,3.1,-1,-11,-4,19,0.4,-8&-1,-1.0
COCCn1c(SCC(=O)Nc2ccc3c(c2)OCCO3)nnc1-c1ccncc1,0,0.5,i,.,-4,14,.,-0.8,-11,0.0
CC(C)C(NC(=O)c1ccc(C(C)(C)C)cc1)C(=O)NCC1(N(C)C)CCCCC1 (stereo unspecified),2,2.2,-10,2,4,9,12,-1.0,5,-0.5
COc1cc(C2C(C(=O)OC(C)C)=C(C)Nc3ncnn32)cc(OC)c1OC (stereo unspecified),-3,0.2,1.5,0,5,-11,-13,-1.9,0,-0.9
COC(=O)c1c(NC(=O)c2cccnc2Cl)sc(C(=O)N(C)C)c1C,-6,.,i,-5,-5,-1,4,-1.1,-15,-0.5
COc1ccc(-c2nnc(SCC(=O)Nc3ccc(C(=O)O)cc3)n2-c2ccc(Cl)cc2)cc1,7,1.3,i,10,-14,28,-5,0.1,2,0.3
CC(C)=C1C2CCC1C(C(=O)Nc1cc(C)cc(C)c1)C2C(=O)O (stereo unspecified),2,0.3,-0.3,1,8,-1,33,-2.5,3,-0.8
C=CCNC(=O)c1ccc2c(=O)n(CCCN3CCCC3=O)c(=S)[nH]c2c1,17,-0.7,i,5,7,-3,-13,0.3,0,-0.2
CCCC(=O)Nc1cc(S(=O)(=O)N(CC)CC)ccc1Cl,-7,1.5,-0.4,-3,-1,0,2,-0.2,-10,0.6
O=C(/C=C/NNC(=O)c1ccccc1O)c1ccccc1,11,-1.0,-0.8,-11,-2,-12,8,2.5,.,2.4
Oc1cc2c(cc1CN1CCN(c3ccccc3)CC1)CCC2,-10,.,i,3,7,-11,.,-2.4,1,-2.9
CN1C(=O)c2ccc(NC(=O)CCS(=O)(=O)c3ccccc3)cc2C1=O,-43,0.7,i,-1,-2,-4,12,-0.5,-8&1,-1.8
O=C(NCC1CC1)[C@@H]1C[C@H]1[C@@H](NP(=O)(c1ccccc1)c1ccccc1)c1ccccc1,4,0.3,i,1,33,-3,15,-0.6,-1,-0.3
CCOc1cc(Br)c(CC(=O)NC2CCCCCC2)cc1OCC,11,0.1,0.4,2,0,0,24,-1.4,-18,-1.1
CC(C(=O)Nc1ccc(O)cc1C(=O)O)N1C(=O)/C(=C\c2cccs2)SC1=S (stereo unspecified),21,3.8,i,2,-11,?,-14,0.4,18,?
COc1ccccc1/C=N/OC(=O)c1ccc(F)cc1,0,1.5,-3.3,4,0,-2,0,2.1,.,-1.2

One compound at a time (already shown). Values in the order: CCHFV vOTU inh	TcdB inh	Vc quorum ag	3CLpro inhibitor	Y pestis TopoI	Anthrax LF prot	VHR inh abs	PfHsp40 yeast	PriA SSB inh	BoNT-A LC inh2
Cc1ccc(CCNc2ncnc(Cl)c2N)cc1 reads 8	2.3	-0.8	.	-1	-7	.	733*	2	-1.6
C/C(=N/NC(=O)CN(c1ccccc1)S(=O)(=O)c1ccccc1)c1ccccc1O reads 12	-0.2	-1.2	6	0	-9	-13	1.1	.	-2.0

(more compounds)
Structure,CCHFV vOTU inh,TcdB inh,Vc quorum ag,3CLpro inhibitor,Y pestis TopoI,Anthrax LF prot,VHR inh abs,PfHsp40 yeast,PriA SSB inh,BoNT-A LC inh2
O=C(COC(=O)C1CC(=O)N(Cc2ccccc2)C1)Nc1ccc(Cl)cc1F (stereo unspecified),-1,0.3,-0.9,1,5,0,-1,0.3,8,-2.7
Cc1cccc(Nc2nc3c(s2)CCCC3)c1,-5,.,i,5,-9,-8,-4,1.1,1,-0.8
COc1ccc(CCN2C(=NC(=O)CC(C)C)SC3CS(=O)(=O)CC32)cc1OC (stereo unspecified),-8,-0.2,-0.3,-2,-5,11,25,0.7,-3,?
CCc1ccccc1NC(=S)N1CCN(c2cccc(OC)c2)CC1,-4,1.4,i,-5,2,-4,38,-1.6,2,2.5
COc1ccc(-c2cc(=O)oc3cc(OC(=O)C4CCCCC4)c(Cl)cc23)cc1,-15,0.4,.,-9,-12,1,2,-0.5,-12,-0.5
CCOc1ccc(N2C(=O)/C(=C/c3cccs3)N(CC(=O)OC)C2=S)cc1,-4,.,i,2,22,2,25,1.3,4,4.0
Cc1cccc2sc(NC(=O)C3CC3)nc12,23,-3.7,-0.3,-7,0,-6,1,0.6,-12,2.1
C=CCNC(=O)/C=C/c1c(F)cccc1Cl,11,1.4,-0.3,-1,-3,3,-4,-0.8,-5,0.7
O=C(CCNS(=O)(=O)c1cccc2nonc12)NC1CCCCC1,-8,0.5,-0.8,0,10,-1,0,0.4,-7,0.0
CCCNC(=O)c1cc(C2CCCN(C(=O)c3ccc(OC)cc3)C2)on1 (stereo unspecified),-8,-0.2,-0.3,.,-5,4,.,.,.,0.2
Cn1cccc1C(=O)NC(=O)COC(=O)c1cc([N+](=O)[O-])ccc1Cl,12,1.0,i,5,14,-5,6,-0.8,5,-0.8
CCC(C)(C(=O)NC1CCCC1)N(CC1CCCO1)C(=O)c1ccc2c(c1)OCO2 (stereo unspecified),3,.,-0.2,2,2,-5,34,-1.0,-4,0.1
Cc1ccc2nc(N3C(=O)C(O)=C(C(=O)c4ccco4)C3c3cccs3)sc2c1 (stereo unspecified),-6,.,i,2,11,3,8,0.4,0,1.4
CS(=O)(=O)N(CCc1ccccc1)CC(=O)N1CCN(Cc2ccccc2)CC1,-5,.,-1.0,-2,8,-4,-4,1.2,-10,1.2
Cn1cc(/C=N/n2cnc3scc(-c4ccccc4)c3c2=O)c2ccccc21,-1,.,-0.4,2,1,-4,6,-0.2,.,1.0
O=C(CSc1nnc(CNC(=O)c2cccc(C(F)(F)F)c2)o1)NC1CCCCC1,16,-2.5,i,2,6,1,-11,0.4,8,0.4
CCOC(=O)C1(Cc2cccc(OC)c2)CCCN(Cc2nccn2CC)C1 (stereo unspecified),1,-0.3,-1.6,3,5,-4,21,-0.5,5,0.1
CCOC(=O)C1=C(C)NC(C)=C(C(=O)OCC)C1c1cn(-c2ccccc2)nc1-c1ccco1,4,.,2.0,0,16,1,11,-0.2,2,0.1
CC(=O)Nc1c(O)nc(SCC(=O)Nc2ccc(C(C)=O)cc2)[nH]c1=O,-11,-0.6,i,-2,1,-3,18,-0.7,-3,0.8
CN(CC(=O)Nc1ccc(Cl)cc1)CC(=O)Nc1cc(Cl)ccc1C#N,-10,0.7,-0.7,1,7,-2,8,-1.2,-4,-0.4
CC(=O)Nn1c(-c2ccccc2)cc2ccccc21,0,.,i,-2,0,2,5,1.2,2,0.1
O=C(CSc1ccc(-c2ccccn2)nn1)Nc1ccccc1,-11,0.8,i,1,8,-4,-19,379*,90*,0.2
Cc1cc(C(F)(F)F)n2nc(-c3cnn(C)c3C(F)(F)F)c(Br)c2n1,20,0.1,i,0,-5,1,8,0.9,-3,-0.9
CC(=O)c1ccccc1-c1csc2ncnc(Sc3nnnn3C)c12,1,0.1,i,.,2,-8,.,0.7,-7,-0.4
Cc1cccc(N2CCN(C(=O)c3ccc(NS(=O)(=O)c4c(C)noc4C)cc3)CC2)c1C,7,.,-7.7,6,5,-1,-22,1.3,3,0.8
Cc1cccc(C)c1OCC(=O)N/N=C/c1cc2c(cc1[N+](=O)[O-])OCO2,-11,0.2,i,6,1,-5,8,2.7,.,0.1
COC(=O)c1ccc(Nc2nc(-c3ccncc3)nc3ccccc23)cc1,-4,0.6,i,2,10,-5,.,2.1,11,-3.0
O=C(Oc1ccc2cc(Br)ccc2c1)c1cccnc1,-17,.,-0.6,8,17,-6,12,0.0,-10,-0.3
CCCC1=NN2C(=N)/C(=C\c3ccc(SCc4ccco4)o3)C(=O)N=C2S1,.,.,-2.5,3,3,-2,19,-0.3,-10,0.5
CCS(=O)(=O)N1CCCC(C(=O)NCCCN(C)Cc2ccccc2)C1 (stereo unspecified),-4,.,-0.5,3,-2,6,-20,1.2,-9,0.0
CCCNC(=O)Nc1ccc(F)c(Cl)c1,3,0.0,-0.1,0,4,2,-26,-1.3,5,-0.4
CCOc1ccccc1NC(=O)c1cccc(NC(=O)CC(c2ccccc2)c2ccccc2)c1,-11,-0.3,i,9,0,-5,17,?,1,-0.6
FC(F)(F)COc1cc(-c2nnc(SCc3ccccc3)n2Cc2ccco2)cc(OCC(F)(F)F)n1,7,-2.6,-0.3,1,26,-6,3,3.3,-7,-0.2
CN(C)CCCNC(=S)Nc1ccc(-c2ccccc2)cc1,-2,1.4,-0.5,0,-21,3,-1,0.3,12,1.0
C=CCn1c(SCC(C)=O)nnc1-c1ccc2ncccc2c1,-7,0.0,i,-5,7,-7,-8,-1.2,-15,?
Cc1ccc(N/C=C(\C#N)c2ccc(OCCCF)cc2)cc1,18,.,-0.6,2,11,-5,16,0.0,-18,-0.1
CCOc1ccc(C(=O)Nc2nccs2)cc1[N+](=O)[O-],1,1.0,-0.3,3,-7,2,12,0.2,5,-0.3
CC(=O)c1c(C)[nH]c(C(=O)Nc2cc(S(=O)(=O)N(C)C)ccc2C)c1C,11,2.0,-0.4,-2,-2,2,-5,-0.2,-1,-0.6
N#C/C(=C\c1ccc2c(c1)OCCO2)C(=O)Nc1nccs1,5,-0.2,-0.5,2,4,3,1,-0.7,-13,1.1
Cc1c(CCC(=O)O)c(=O)oc2cc(OCc3ccccc3F)ccc12,-72,-1.1,-1.1,0,3,-3,2,1.3,1,0.4
Cc1ccc(CNC(=O)C2CCC(=O)N(Cc3ccccc3F)C2)s1 (stereo unspecified),1,-0.6,-0.7,4,9,-4,3,0.3,-5,-3.2
CC1CCCCC1NC(=O)COC(=O)c1ccc2ncsc2c1 (stereo unspecified),-5,1.0,i,.,0,-2,.,0.5,3,-0.4
CNC(=O)c1cc(OCC(F)(F)F)ccc1OCC(F)(F)F,8,1.0,-1.5,-4,-11,2,40,0.0,-10,-0.2

Source: PubChem
